APE1 inh – APE1 (human) endonuclease inhibition; P27695; recombinant APE1, TAMRA/BHQ-2 abasic DNA cleavage fluorescence; Potency, µM (highest dose often 65.8 µM), for inactives: at the top dose activity change, negative = inhibition, actives largely listed as inhibitors; actives 0.35% (n = 350,000); AID 2517;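 note: potency is the fitted concentration of half-maximal effect; plate controls were vehicle for no effect and reference inhibitor for full effect; nearly all actives have a fitted effect of over 55% in size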
Target sequence (P27695 whole entry, looked up): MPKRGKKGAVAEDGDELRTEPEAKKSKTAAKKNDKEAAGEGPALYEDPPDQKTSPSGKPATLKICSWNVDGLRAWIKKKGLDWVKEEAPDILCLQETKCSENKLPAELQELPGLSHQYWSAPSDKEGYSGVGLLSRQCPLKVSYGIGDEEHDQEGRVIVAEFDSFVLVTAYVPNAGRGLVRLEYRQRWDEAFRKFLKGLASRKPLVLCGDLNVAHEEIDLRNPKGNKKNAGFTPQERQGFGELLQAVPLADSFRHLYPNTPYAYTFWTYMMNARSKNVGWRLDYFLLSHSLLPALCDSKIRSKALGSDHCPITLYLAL
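Measures dequenching upon AP-site incision of a 5'-TAMRA/3'-BHQ-2 THF-containing duplex, 50 nM; human APE1 0.75 nM after 15 min room-temperature exposure to compound; kinetic three-point read at one-minute spacing.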
GRP78 ERSR act – induces the endoplasmic reticulum stress response in human glioma cells; Potency, µM, for the others: at the highest dose activation, most hits filed as activators; AID 602332; U87-MG GRP78 promoter luciferase reporter, 16 h; actives 0.02% (n = 420,000); note: potency is the fitted concentration of half-maximal effect; series mostly up to about 76 µM; % of control where 0% means no effect; nearly all actives have a fitted effect of over 35% in size
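Stably transfected U87-MG glioma cells carrying a GRP78-based luciferase sensor; 16 h compound incubation. Luminescence end-point read 10 min after Bright-Glo addition at room temperature.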
POLK inh – inhibitors of human DNA polymerase kappa; Q9UBT6; purified Pol kappa, fluorescent DNA synthesis assay, 10 min; Potency, µM (series often up to 107 µM), for the others: at the highest dose activity, negative = inhibition, hits mostly inhibitors; actives 0.53% (n = 400,000); AID 588579; note: potency is the fitted concentration of half-maximal effect; % is set by controls: 0 for no effect and ±100 for the full control effect
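Inhibition of 10 nM Pol kappa is measured by a fluorescent read-out at 0 and 10 min following addition of 50 nM substrate (final), with a 15-min room-temperature compound preincubation.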
LDHA inh – blocks human lactate dehydrogenase A. P00338. purified LDHA, NADH/diaphorase-resazurin fluorescence; stronger effect = lower value. activity change, % (values are at about 110 or 230 µM). actives 0.15% (n = 480,000). AID 1347041; in the data active = activity change below about -30%; inconclusive = mostly about -25% to -30%;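 note: plate controls were DMSO wells for no effect and wells without enzyme for full effect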
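Human LDH5 at 2 nM final in Tris HCl pH 7.4 with 0.06 mM NADH and 0.2 mM pyruvate, reacted 5 minutes at room temperature. Remaining NADH coupled via diaphorase/resazurin; resorufin fluorescence read at 0 and 20 minutes, normalized to enzyme-free and DMSO wells.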
Pol eta inh – inhibitors of human DNA polymerase eta; Q9Y253; recombinant Pol eta, fluorescent DNA replication assay; Potency, µM (doses to about 114 µM), for the others: at the top dose activity change, negative = inhibition, actives largely listed as inhibitors; actives 1.2% (n = 390,000); note: potency is the fitted concentration of half-maximal effect; % is set by controls: 0 for no effect and ±100 for the full control effect
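Pol eta (10 nM) was preincubated with compounds for 15 min at room temperature, after which fluorescent replication substrate (50 nM final) was added to start the reaction. Fluorescence was read kinetically at 0 and 10 min.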
Anesthetic bind – binds horse apoferritin like a general anesthetic; P02791; apoferritin/1-aminoanthracene competitive binding, fluorescence; Potency, µM (highest dose often 77.5 µM), inactives show top-dose activity change, negative = displacement, most hits filed as inhibitors; actives 0.074% (n = 350,000); AID 485281; note: potency is the fitted concentration of half-maximal effect; % is set by controls: 0 for no effect and ±100 for the full control effect; nearly all actives have a fitted effect of over 20% in size
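Horse-spleen apoferritin (10 uM) was mixed with 50% saturated 1-aminoanthracene in PBS, exposed to compounds for 10 min at room temperature, and read for fluorescence (ex 380 nm, em 535 nm). Competitive displacement was fitted with a four-parameter Hill equation.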
BLM inh – blocks DNA unwinding by human BLM helicase; Potency, µM (doses to about 56.1 µM), inactives show at the top dose activity change, negative = inhibition, hits mostly inhibitors; P54132; AID 2528; recombinant BLM DNA unwinding, fluorescence dequenching; actives 0.2% (n = 350,000);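 note: potency is the fitted concentration of half-maximal effect; plate controls were vehicle for no effect and no enzyme for full effect; nearly all actives have a fitted effect of over 35% in size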
Pol beta inh – DNA polymerase beta (human) inhibition; P06746; Pol beta primer extension/strand displacement, fluorescence kinetic; Potency, µM (titrated, usually from 114 µM), for inactives: at the top dose activity change, negative = inhibition, usual class: inhibitors; actives 1.3% (n = 340,000); AID 485314; note: potency is the fitted concentration of half-maximal effect; % is set by controls: 0 for no effect and ±100 for the full control effect
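Pol beta (10 nM) was preincubated with compound for 15 min at room temperature. The reaction was then started with 50 nM substrate and read immediately and after a further 10 min at room temperature.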
Pol iota inh – inhibitors of human DNA polymerase iota | Q9UNA4 | Pol iota fluorescent replication assay, 10 min | Potency, µM (doses to about 115 µM), inactives show top-dose activity, negative = inhibition, actives largely listed as inhibitors | actives 1% (n = 390,000) | AID 588590; note: potency is the fitted concentration of half-maximal effect
Target sequence (Q9UNA4 whole entry, looked up): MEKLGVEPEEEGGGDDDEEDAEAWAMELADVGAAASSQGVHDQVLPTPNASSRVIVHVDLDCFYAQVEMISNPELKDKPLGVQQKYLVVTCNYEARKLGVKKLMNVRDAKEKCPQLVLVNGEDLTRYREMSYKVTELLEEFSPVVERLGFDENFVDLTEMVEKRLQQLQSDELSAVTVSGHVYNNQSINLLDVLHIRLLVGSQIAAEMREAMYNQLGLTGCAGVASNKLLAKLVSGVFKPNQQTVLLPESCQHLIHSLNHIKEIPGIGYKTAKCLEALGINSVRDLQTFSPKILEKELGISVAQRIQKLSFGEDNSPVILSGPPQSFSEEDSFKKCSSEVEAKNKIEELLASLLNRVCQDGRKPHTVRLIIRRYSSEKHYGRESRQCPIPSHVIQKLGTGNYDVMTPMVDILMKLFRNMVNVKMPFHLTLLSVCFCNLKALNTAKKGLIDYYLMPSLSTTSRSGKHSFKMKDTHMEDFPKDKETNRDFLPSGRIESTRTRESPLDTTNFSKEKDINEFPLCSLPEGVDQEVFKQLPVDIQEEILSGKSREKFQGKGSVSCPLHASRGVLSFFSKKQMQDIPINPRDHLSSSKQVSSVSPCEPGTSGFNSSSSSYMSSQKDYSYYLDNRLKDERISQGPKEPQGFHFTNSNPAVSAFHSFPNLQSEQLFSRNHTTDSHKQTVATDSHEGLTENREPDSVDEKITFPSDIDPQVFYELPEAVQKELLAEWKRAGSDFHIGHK
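Fluorescent replication assay read twice, at 0 min and 10 min after adding 50 nM (final) substrate. Enzyme (10 nM) and compounds were first incubated 15 min at room temperature; enzyme-free buffer wells were negative controls.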
The depositor's hits bear a star; u = inconclusive; x = not tested or not shown; & = joins results of further samples; [ ] = dose if it differs, or a comment. Unless noted, calls come from the whole dose curve; as a rule, active = well fitted curve in the direction sought with a large enough effect; inconclusive = small, poorly fitted or top-dose-only effect, or another doubt; inactive = no such curve, though single readings can be large; an effect the other way counts as inactive or inconclusive. This is a subset, so the mix of outcomes need not match the whole.

SMILES	APE1 inh	GRP78 ERSR act	POLK inh	LDHA inh	Pol eta inh	Anesthetic bind	BLM inh	Pol beta inh	Pol iota inh
Cc1ccc(Cl)cc1NC(=S)N(CCN(C)C)C(C)c1ccccn1 (configuration not stated)	-6%	4%	7%	3	-23%	-16%	-1%	1%	50%[activator]
CCC(c1nnnn1Cc1ccco1)N1CCN(c2cc(Cl)ccc2C)CC1 (configuration not stated)	-4%	-4%	-2%	1	-21%	-11%	-9%	0%	-2%
O=C(O)C1CC(=O)N(c2ccc3c(c2)OCCO3)C1 (configuration not stated)	19%	-4%	-4%	0&-2	u	-10%	-1%	-3%	u
Cc1cccc2sc(NC(=O)C3CCCO3)nc12 (configuration not stated)	4%	3%	-5%	-4	0%	-7%	3%	0%	-6%
COC(=O)c1ccccc1NC(=O)c1ccccc1N(C)S(C)(=O)=O	-2%	-3%	-6%	-2	-15%	6%	-1%	-9%	6%
Cn1nc(C(F)(F)F)c2cc(C(=O)Nc3ccc(F)c(Cl)c3)sc21	-5%	-6%	0%	-1	-6%	-8%	-11%	12%	-4%
COCCn1c(SCC(=O)Nc2ccc(N3CCOCC3)cc2)nc2ccccc21	4%	-2%	-6%	-10	-13%	-11%	2%	15%	162%[activator]
CCOc1ccccc1CNC(=O)CCN1C(=O)COc2ccccc21	-4%	0%	-13%	-2	9%	-2%	4%	-5%	-2%
Cc1ccc(NC(=O)COC(=O)C2CSC3(C)CCC(=O)N23)c(C)c1 (configuration not stated)	-4%	-3%	-4%	-13	-8%	x	x	x	-27%
Cc1ccc(-n2nc3c(c2NC(=O)c2ccccc2Br)CS(=O)C3)cc1 (configuration not stated)	3%	-1%	13%	-2	-17%	-1%	-8%	15%	12%
CN(CC(=O)Nc1ccc(Cl)c(C(F)(F)F)c1)C(=O)CCN1C(=O)C2CCCCC2C1=O (configuration not stated)	-3%	-3%	1%	-3	-10%	x	x	x	17%
CCCCc1nc2cc(C(=O)NCc3ccccn3)ccc2o1	7%	6%	-8%	1	-10%	-7%	-3%	8%	-12%
CC(c1nnc(SCC(=O)N2CCc3ccccc32)n1-c1ccc(Cl)cc1)N(C)C (configuration not stated)	-5%	-5%	-17%	-1	4%	-11%	-2%	36%	3%
C/C(=N/NC(=O)C1CC1(c1ccccc1)c1ccccc1)c1cccs1 (configuration not stated)	14%	-2%	2%	0	-16%	-14%	4%	11%	u
CCOC(=S)SCC(=O)N1CCc2ccccc2C1C1C(=O)CCCC1=O (configuration not stated)	4%	-3%	-13%	-1	4%	1%	4%	45%	u
Cc1nn(C(C)C(=O)N2CCN(c3ccccn3)CC2)c(=O)c2cc3occc3n12 (configuration not stated)	2%	-4%	6%	-3	8%	-9%	-6%	24%	6%
COc1ccc(CC(=O)NNS(=O)(=O)c2ccc3ccccc3c2)cc1OC	19%	-3%	-11%	3	-14%	1%	-12%	25%	18%
O=C(Cc1ccc(Cl)cc1)Nc1ccc(-c2nnc(-c3ccco3)o2)cc1	-8%	-10%	-10%	-4	u	-14%	-8%	-8%	u
CC(C)C[C@H](NC(=O)c1nc[nH]c1C(=O)NC1CCN(C(=O)OC(C)(C)C)CC1)C(=O)OCc1ccccc1	u	-11%	-14%	0	-15%	u	1%	u	-18%
O=C(O)COc1ccc(OCCNC[C@H](O)COc2ccccc2)cc1	14%	-4%	0%[19.4 µM]	x	x	4%	x	x	x
CCC(=O)Nc1ccccc1-c1nc2ccccc2n(C(C)C(=O)Nc2ccc(OC)cc2)c1=O (configuration not stated)	x	3%	-23%	6	-14%	u	-3%	-12%	4%
COc1ccc2[nH]c3c(C)c4cc[n+](C)cc4c(C)c3c2c1	13µM*	-2%&0%	11µM*	-10	1.1µM*	u	-4%	x	13µM*
O=C(OCn1cncn1)c1ccc(Cl)cc1Cl	0%	-6%	-5%	-9	0%	-2%	-1%	3%	16%
CCOC(=O)C1CCCN(CCC(=O)Nc2ccc(C)cc2)C1 (configuration not stated)	15%	-7%	-6%	1	6%	8%	5%	2%	38%[activator]
COC(=O)c1cc2nc(-c3ccccc3)cc(C(F)(F)F)n2n1	-2%	-4%	-6%[60.1 µM]	-6	-15%	4%	2%	1%	36%[activator]

Next section (five carried over from the part before).
SMILES	APE1 inh	GRP78 ERSR act	POLK inh	LDHA inh	Pol eta inh	Anesthetic bind	BLM inh	Pol beta inh	Pol iota inh
CCC(=O)Nc1ccccc1-c1nc2ccccc2n(C(C)C(=O)Nc2ccc(OC)cc2)c1=O (configuration not stated)	x	3%	-23%	6	-14%	u	-3%	-12%	4%
COc1ccc2[nH]c3c(C)c4cc[n+](C)cc4c(C)c3c2c1	13µM*	-2%&0%	11µM*	-10	1.1µM*	u	-4%	x	13µM*
O=C(OCn1cncn1)c1ccc(Cl)cc1Cl	0%	-6%	-5%	-9	0%	-2%	-1%	3%	16%
CCOC(=O)C1CCCN(CCC(=O)Nc2ccc(C)cc2)C1 (configuration not stated)	15%	-7%	-6%	1	6%	8%	5%	2%	38%[activator]
COC(=O)c1cc2nc(-c3ccccc3)cc(C(F)(F)F)n2n1	-2%	-4%	-6%[60.1 µM]	-6	-15%	4%	2%	1%	36%[activator]
CCOc1ccc(OCC)c(N=c2oc3c(C)ncc(CO)c3cc2C(N)=O)c1	10%	-2%	-16%	0	-9%	-22%	2%	17%	36%[activator]
CCC1C(=O)C(CC)C(c2ccccc2)NC1c1ccccc1 (configuration not stated)	25%	-4%	0%	-4	-3%	-8%	-6%	20%	-7%
CCOc1cc(CNC(=O)C2COc3ccccc3C2)cc(OCC)c1OCC (configuration not stated)	x	-1%	0%[60.1 µM]	0&1	-5%	-14%	0%	12%	-10%
COc1cccc2oc(-c3ccccc3)cc(=O)c12	-14%&-6%	-9%&-10%	18%[60.1 µM]	x	x	8%	-2%&-9%	x	x
CC(=O)O[C@H]1CC[C@@]2(C)C(=CC[C@H]3[C@@H]4CC[C@H](C5(C)OCCO5)[C@@]4(C)CC[C@@H]32)C1	32%	-5%	-2%	-7	-16%	x	x	x	21%
Cc1cc(=O)[nH]c(SCCOc2cccc(C(F)(F)F)c2)n1	-6%	3%	-1%	0	-10%	-7%	-3%	-1%	u
O=C(Nc1ccc(Oc2cccnc2)cc1)C1CCN(Cc2ccccc2F)CC1	23%	-1%	-16%	-10	-17%	u	0%	17%	27%
CSc1ccc(Cl)c(C(=O)NCCOc2cc(C(C)C)ccc2C)c1	0%	-3%	-11%	1	-19%	-4%	-9%	14%	-13%
CCN(CC)CCCn1c(=S)[nH]c2ncccc2c1=O	26%	-3%	0%	2	-9%	-10%	5%	20%	-5%
Cc1ccc(S(=O)(=O)N2CCOCC2)cc1NC(=O)COC(=O)C1COc2ccccc2O1 (configuration not stated)	-3%	-6%	-3%	-2	-19%	-5%	0%	1%	0%
CC(C)(C)CC(C)(C)NC(=S)Nc1ccc(S(=O)(=O)N2CCOCC2)cc1	-8%	-6%	-18%	-5	-16%	u	-8%	1%	189%[activator]
O=C(Nc1cccnc1)C1CCCN(S(=O)(=O)c2cccc3nsnc23)C1 (configuration not stated)	-2%	2%	-4%	0	8%	-12%	-2%	80%	-7%
COc1cccc(OCc2cc(/C=N/NC(=O)c3ccn[nH]3)ccc2OC)c1	-6%	-5%	-5%	-6	-10%	u	0%	2%	u
COc1cccc(/C=C/C(=O)c2cccc([N+](=O)[O-])c2)c1	-3%	-2%	4%	1	-14%	-22%	-8%	29%	53%[activator]
COC(=O)c1ccc(C(NC(=O)OCc2ccccc2)/C(C)=C/[C@@H](C)C(=O)NCc2ccc(-c3ccccc3)cc2)cc1 (some centres not stated)	-8%	3%	0%	-6	-9%	-3%	-4%	0%	27%
Cc1ccc2c(c1)C=CC(C)N2C(=O)c1ccccc1 (configuration not stated)	-1%	-2%	-5%	-5	-23%	u	-3%	4%	-2%
CN(C)/C=N/c1c(C#N)cnn1-c1nc2ccccc2s1	-2%	-1%	0%	-7	-1%	-8%	0%	1%	12%
COc1ccc(-n2nnnc2CNC(=O)c2ccc3c(c2)OCO3)cc1	4%	-7%	-2%	0	-9%	x	x	x	21%
Cc1cccc(NC(=O)Nc2cc(C)on2)c1	17%	0%	0%	-2	14%	-11%	-3%	3%	6%
O=[N+]([O-])c1nn(-c2ccc(Cl)cc2)n(O)c1=NCc1cccnc1	5%	7%	9%	-2	-16%	-23%	-9%	22%	-13%
Oc1ccc(Br)cc1Cn1nnc2ccccc21	5%	-3%	-6%	-1	-7%	u	-12%	-2%	12%
O=C(c1ccc2c(c1)OCO2)N1CCN(c2ccc(F)cc2)CC1	1%	0%	-6%	-5	7%	2%	1%	9%	8%
COc1ccc(NS(=O)(=O)c2cccc(C(=O)N3CCN(S(=O)(=O)c4ccccc4)CC3)c2)cc1	x	-4%	3%	-2	-6%	x	x	x	-7%
Cc1ccc(OCCN2CCN(C(=O)CCC(=O)Nc3nnc(C)s3)CC2)cc1	7%	-6%	-16%	0	-17%	0%	2%	-16%	-3%
CCC(C)NC(=O)c1[nH]c2cc(C)ccc2c1Sc1ccc(Cl)cc1 (configuration not stated)	x	-4%	-16%	0	-20%	6%	-2%	-11%	14%
CSCCC(NS(=O)(=O)c1ccccc1F)C(=O)NCc1ccncc1 (configuration not stated)	27%	-3%	-1%	-6	-8%	x	x	x	8%
O=C1CC(/C=C/c2ccc(Cl)cc2)=Nc2ccccc2N1	-9%	3%	11%	2	-5%	-18%	-9%	5%	27%
CC(=O)N1c2ccc(S(=O)(=O)NCCC(=O)Nc3ccc(C)c(Cl)c3)cc2CC1C (configuration not stated)	45%[activator]	-4%	7%	-2	-21%	-20%	-1%	2%	-7%
CC(C)c1ccccc1NC(=O)Cn1cnc2c1c(=O)n(C)c(=O)n2C	x	-2%	5%	3	-15%	1%	1%	12%	26%
Cc1ccccc1OCC(O)CN1CCN(CC(O)COc2ccccc2C)C(C)C1 (configuration not stated)	-10%	-1%	-1%	-19	-15%	-13%	-1%	-1%	100%[activator]
